ASM inhibitor: inhibitors of human secretory acid sphingomyelinase. placental ASM, HMU-PC fluorogenic substrate, 60 min. Potency, µM (top dose mostly 57.5 µM), for the others: at the highest dose activity change, negative = inhibition, usual class: inhibitors. 340,000 tested, 0.006% active; note: potency is the fitted concentration of half-maximal effect
Target sequence (P17405 47-631 limits assumed): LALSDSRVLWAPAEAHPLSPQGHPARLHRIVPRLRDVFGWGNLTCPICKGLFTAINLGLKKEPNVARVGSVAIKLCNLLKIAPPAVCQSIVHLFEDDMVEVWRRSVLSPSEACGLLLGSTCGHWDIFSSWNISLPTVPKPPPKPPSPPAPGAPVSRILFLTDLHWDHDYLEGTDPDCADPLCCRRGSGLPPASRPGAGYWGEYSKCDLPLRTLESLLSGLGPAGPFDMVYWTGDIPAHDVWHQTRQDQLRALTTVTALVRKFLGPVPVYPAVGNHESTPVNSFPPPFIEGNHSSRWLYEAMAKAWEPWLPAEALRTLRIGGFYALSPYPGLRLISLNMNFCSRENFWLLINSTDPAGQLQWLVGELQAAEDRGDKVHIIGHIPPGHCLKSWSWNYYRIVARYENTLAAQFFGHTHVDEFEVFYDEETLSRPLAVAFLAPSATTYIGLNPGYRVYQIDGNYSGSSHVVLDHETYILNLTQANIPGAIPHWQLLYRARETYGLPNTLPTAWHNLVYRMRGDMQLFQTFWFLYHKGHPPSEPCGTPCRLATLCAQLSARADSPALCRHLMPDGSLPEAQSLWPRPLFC
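Steps: dispense placental human ASM, pin compound, wait 10 min at room temperature, add HMU-PC0 substrate at 9 uM final, incubate 60 min at 37 °C, add stop solution raising pH to 10, read fluorescence.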
hERG WT inh: blocks the wildtype human KCNH2 potassium channel; Q12809; U2OS, BacMam KCNH2, thallium flux FluxOr; active compounds read low; activity change, % at 1.84 µM; 340,000 tested, 0.37% active; AID 720551;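 active = maximum activity change below -70%; inconclusive = maximum activity change between -70% and -50%; inactive = maximum activity change above -50%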; note: % is set by controls: 0 for no effect and ±100 for the full control effect
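U2OS cells transduced with wild-type KCNH2 virus are loaded with FluxOr dye for 45 min, and thallium flux is measured in kinetic reads before and after stimulation buffer. Rate constants are normalized to DMSO controls.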
CXXC DNA block: inhibitors of human MLL CXXC domain-DNA interaction; 290,000 tested, 0.037% active; MLL-CXXC / FITC-HOXA9 DNA fluorescence polarization; AID 2662; Potency, µM (top dose mostly 115 µM), for inactives: at the top dose activity change, negative = inhibition, hits mostly inhibitors; active = well fitted inhibition curve with a large enough effect in the polarisation, with a control signal flat, not every such curve was filed as active; inconclusive = small, poorly fitted or top-dose-only effect, or effect the other way, or a change in a side signal; inactive = no such curve, though single readings can be large or run the other way; the % refers to the polarisation; note: potency is the fitted concentration of half-maximal effect
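Fluorescence polarization: 7 uM MLL-CXXC (stock) preincubated 5 min with compounds, then 50 nM fluorescein-HOX-A9 DNA (stock) added; 30 min ambient. Buffer 50 mM Tris-HCl pH 7.5, 50 mM NaCl, 1 mM DTT, 0.05% BSA.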
TRPV1 ag: human TRPV1 agonism; Q8NER1; TRPV1-expressing cells, Fluo-8 calcium influx, agonist mode; activation, % at 8.33 µM; 320,000 tested, 0.19% active; in the data active = activation above about 80%; inconclusive = between about 30% and that limit; note: 0% is about no effect
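TRPV1-expressing cells were cultured overnight at 35.5C and loaded with Fluo-8 calcium dye for 40 to 90 min at room temperature. After a 10 s baseline, compound was added and calcium influx was read kinetically for 3 min (ex 480/em 520 nm).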
A-T KAP1 phos: potential ataxia-telangiectasia treatment. […] A-T fibroblasts, KAP-1 phosphorylation AlphaLISA; neocarzinostatin DNA damage 30 min before lysis. Potency, µM (series often up to 57.5 µM), for inactives: at the highest dose activation, actives largely listed as activators. 320,000 tested, 0.19% active; note: potency is the fitted concentration of half-maximal effect; % of control where 0% means no effect; nearly all actives have a fitted effect of over 45% in size
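hTERT-immortalized A-T patient fibroblasts ([…]), 500 cells/well in OPTI-MEM, 1% FBS, got compounds for 60 min, then NCS for 30 min at 37C. Lysates were then assayed for phospho-KAP-1 by AlphaLISA (anti-pKAP1 donor, anti-KAP1 acceptor beads), 6 hr at 25C.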
MBNL1-CUG inh: blocks human MBNL1 binding to CUG repeat RNA; TR-FRET MBNL1-His/biotin-(CUG)12 binding, 665/545 ratio; Potency, µM (series often up to 57.5 µM), for the others: top-dose activity change, negative = inhibition, usual class: inhibitors; 280,000 tested, 0.036% active; AID 2675; active = well fitted inhibition curve with a large enough effect in the signal ratio, with a control signal flat, not every such curve was filed as active; inconclusive = small, poorly fitted or top-dose-only effect, or effect the other way, or a change in a side signal; inactive = no such curve, though single readings can be large or run the other way; the % refers to the signal ratio; note: potency is the fitted concentration of half-maximal effect; % is set by controls: 0 for no effect and ±100 for the full control effect
Target sequence (Q9NR56 whole entry, looked up): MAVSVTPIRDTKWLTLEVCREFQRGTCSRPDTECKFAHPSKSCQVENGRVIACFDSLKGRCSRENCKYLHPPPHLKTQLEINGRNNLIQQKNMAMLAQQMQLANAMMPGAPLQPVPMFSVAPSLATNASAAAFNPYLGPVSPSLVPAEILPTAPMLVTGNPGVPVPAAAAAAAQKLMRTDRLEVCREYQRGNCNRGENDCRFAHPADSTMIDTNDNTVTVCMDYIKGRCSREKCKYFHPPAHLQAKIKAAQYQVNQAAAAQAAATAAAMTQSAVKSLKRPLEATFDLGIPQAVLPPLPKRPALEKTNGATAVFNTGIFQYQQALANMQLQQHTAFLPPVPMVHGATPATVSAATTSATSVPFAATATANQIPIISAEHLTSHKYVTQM
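Compounds (final 92 nM to 58 uM) are added to His-tagged MBNL1 and biotin-(CUG)12, then terbium anti-His antibody and streptavidin-XL665 (5 nM final). After 60 min at room temperature, the 665/545 nm ratio is read.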
FBPA coupling cs: coupling enzyme interference in Giardia aldolase counter-screen; coupling enzyme system counterscreen, AmpLite Red fluorescence; activity change, negative = inhibition, % at 58.2 µM, hits read low; 290,000 tested, 0.67% active; in the data active = activity change below about -30%; note: % is set by controls: 0 for no effect and ±100 for the full control effect
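Fluorescence at 525 nm excitation and 598 nm emission measured inhibition of the coupled detection system without aldolase. Compounds (at 57.5 uM final) were preincubated 10 min at room temperature with coupling enzyme reagent before a 20 min substrate/AmpLite Red step.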
GALK inh: blocks human galactokinase activity | P51570 | Purified GALK, Kinase-Glo residual ATP luminescence | Potency, µM (titrated, usually from 57.5 µM), for the others: at the highest dose activity change, negative = inhibition, actives largely listed as inhibitors | 270,000 tested, 0.007% active; note: potency is the fitted concentration of half-maximal effect; % is set by controls: 0 for no effect and ±100 for the full control effect
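Human GALK (5 nM) with 35 uM ATP and 100 uM galactose in 20 mM HEPES pH 8.0, 5 mM MgCl2, 60 mM NaCl, 1 mM DTT, 0.01% BSA. After 1 h at room temperature, leftover ATP was read by Kinase-Glo Plus luminescence.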
KCNH2 3.1 block: KCNH2 3.1 (human) potassium channel inhibition | 340,000 tested, 0.95% active | activity change, % (tested at about 1.8 µM) | AID 720553 | U2OS KCNH2 3.1, thallium flux FluxOr; active compounds read low;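 active = maximum activity change below -70%; inconclusive = maximum activity change from -70% to -50%; inactive = maximum activity change above -50%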;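 note: thallium influx rate constant from kinetic fluorescence after stimulation buffer; % is set by controls: 0 for no effect and ±100 for the full control effect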
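Normalized rate constant (relative to positive and negative DMSO controls) derived from a 2 min kinetic fluorescence read after stimulation; U2OS cells expressing the 3.1 isoform via virus at 1.77 x 10^8 /mL.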
a7 integrin act: activators of alpha7 integrin expression for muscular dystrophy. alpha7betagal myoblasts, beta-gal FDG fluorescence, 48 h. Potency, µM (highest dose often 38.3 µM), without a hit: at the top dose activation, most hits filed as activators. 350,000 tested, 0.064% active;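 note: potency is the fitted concentration of half-maximal effect; 100% = response of the positive control SU9516; nearly all actives have a fitted effect of over 60% in size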
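Alpha7betagal+/- myoblasts (passage 13) were plated 16-24 hr, then exposed to compounds (1:260 dilution of DMSO stock) for 48 hours at 37C. After MPER lysis, β-galactosidase reporter activity was read as FDG fluorescence (ex 480/em 540) after 30 minutes.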
* hit, by the source's call; ? = inconclusive; . = not tested or not shown; [ ] = dose if it differs, or a comment. Unless noted, calls come from the whole dose curve; as a rule, active = well fitted curve in the direction sought with a large enough effect; inconclusive = small, poorly fitted or top-dose-only effect, or another doubt; inactive = no such curve, though single readings can be large; an effect the other way counts as inactive or inconclusive. Not a hit list; about 2% have a hit in one of these screens.

SMILES	ASM inhibitor	hERG WT inh	CXXC DNA block	TRPV1 ag	A-T KAP1 phos	MBNL1-CUG inh	FBPA coupling cs	GALK inh	KCNH2 3.1 block	a7 integrin act
O=C(Nc1cc(C(F)(F)F)ccc1Cl)C(Sc1n[nH]c(=O)[nH]c1=O)c1ccccc1 (configuration not stated)	-14%	16	3%	3	1%	3%	5	-6%	-4	17%
Cc1cc(=O)oc2c3c(cc(OCC(=O)N[C@@H](CC(C)C)C(=O)O)c12)OC(C)(C)CC3	56%[activator]	3	-5%	2	10%	-5%	8	-2%	-7	1%
CC1CCCCN1C(=O)Cn1cc(C(=O)c2ccco2)c2ccccc21 (configuration not stated)	2%	4	-3%	-3	.	2%	3	0%	3	-8%
NC(=O)c1ccsc1NC(=O)COC(=O)/C=C/c1ccccc1	3%	1	.	?	5%	.	.	.	-12	-20%
Cc1ccc(CN(C)CC(=O)NC(C)c2ccccc2)cc1 (configuration not stated)	-1%	-3	2%	0	11%	-1%	-3	4%	-9	26%
CCCCn1c(SCC(=O)Nc2cccc(C)n2)nnc1-c1ccco1	-1%	-5	-13%	-1	-4%	-5%	2	3%	0	-19%
CCOC(=O)C1CCN(C(=O)/C=C/c2ccccc2OC)CC1	0%	3	-1%	1	1%	6%	3	-1%	10	12%
COc1ccc(CC(=O)Nc2ccc(F)c(Cl)c2)cc1S(=O)(=O)N1CCOCC1	-2%	-1	.	-5	13%	.	.	.	-5	1%
C=CCNC(=S)/N=c1/ccccn1Cc1ccccc1	-2%	6	-1%	1	0%	3%	1	0%	6	0%
CC(=O)OCc1c(COC(C)=O)[n+](=O)c2ccccc2n1[O-]	0%	5	0%	0	-1%	?	-6	-1%	-11	0%
CCOC(=O)Cc1nnc(NC(=O)C2CCCCC2)s1	3%	-9	3%	-1	-4%	11%	-1	-2%	-9	13%
Cc1cc(N2CCOCC2)nc(-c2ccccc2O)n1	2%	-1	-2%	20	1%	7%	0	-2%	-7	6%
O=C(Nc1nc(-c2ccc(Cl)s2)cs1)c1ccccc1	-8%	-13	5%	-1	6%	5%	-11	1%	-37	23%
O=C(Nc1ccc(Br)cc1)c1cc2ccccn2n1	0%	-3	-10%	85*	5%	4%	-8	.	4	-25%
O=[N+]([O-])c1cccc(/C=N/Nc2cc(Cl)nc(-c3ccccc3)n2)c1	-25%	-2	10%	7	8%	1%	3	-3%	.	-4%
Cc1ccccc1C(=O)Nc1ccnn1C1CCN(Cc2c(C)n(C)c3ccccc23)CC1	-1%	3	8%	1	-5%	-10%	3	.	1	0%
COc1ccc(CNC(=O)CCc2c(C)nc3ncnn3c2C)cc1	2%	.	-9%	1	10%	-2%	-2	-2%	-1	-8%
CCc1cccc(C)c1NC(=O)c1cc(C)oc1C	-3%	9	6%	0	3%	4%	0	0%	17	4%[7.66 µM]
Cn1c(Cn2c(=O)sc3ccccc32)nnc1SCc1ccccc1	4%	-6	5%	5	-1%	-9%	1	-1%	25	-1%
O=[N+]([O-])c1ccccc1N/N=C/c1cc2ccccc2nc1Cl	-4%	13	2%	3	20%	8%	2	0%	10	-3%
COc1ccc(C(=O)N2CC(=O)Nc3ccc(F)cc3C2c2ccccc2)cc1 (configuration not stated)	1%	-5	-7%	?	1%	4%	0	0%	-4	0%
COCCn1c(SCC(=O)Nc2cccnc2Cl)nc2ccccc2c1=O	3%	-28	.	2	14%	.	.	.	0	7%
O=C(Nc1nnc(-c2ccncc2)s1)C1CCCO1 (configuration not stated)	12%	7	-4%	1	-19%	-1%	0	0%	7	-26%
CCOCCCNC(=O)C1(O)c2ccccc2NC(=O)N1c1ccc(Cl)cc1 (configuration not stated)	2%	-2	-6%	6	-7%	2%	1	-7%	12	-10%
COc1ccccc1C(=O)NC(=O)COC(=O)CN1C(=O)NC(C)(C)C1=O	3%	-9	.	0	-2%	.	.	.	9	-8%
Cc1ccc2nc(NC(=O)c3ccc(S(=O)(=O)N4CCCc5ccccc54)cc3)sc2c1	-2%	4	-4%	-4	-4%	-12%	1	1%	-7	0%
Cc1ccc(-c2nc3cccnc3s2)cc1NS(=O)(=O)c1cccs1	58%	1	-6%	2	6%	3%	9	1%	-22	-12%
CN1CCC(N(C)C(=O)c2cc(S(=O)(=O)N(C)c3ccccc3)ccc2Cl)CC1	5%	-3	.	.	-2%	.	.	.	-14	16%
CCN(CC)CCN1C(=O)C(=O)/C(=C(/O)c2ccc(OC(C)C)cc2)C1c1cccs1 (configuration not stated)	2%	10	-3%	0	-8%	11%	4	5%	5	-16%
CN(C)S(=O)(=O)c1cccc(C(=O)Nc2ccccc2[N+](=O)[O-])c1	-1%	-1	5%	8	-6%	?	-12	3%	3	-30%[inhibitor]
COC(=O)c1cc(NC(=O)C2CCCN(S(=O)(=O)c3c(C)n[nH]c3C)C2)cc(C(=O)OC)c1 (configuration not stated)	.	.	6%	0	1%	-3%	3	5%	.	.
CN1CCN(CCCNC(=O)c2ccc3c(c2)N(Cc2ccc(F)cc2)CCS3)CC1	233%[activator]	29	18%	-1	6%	64%[activator]	9	8%	5	-12%
O=C1C2C3C=CC(C3)C2C(=O)N1Cc1cccnc1 (configuration not stated)	-1%	9	7%	-1	1%	4%	0	15%	-7	-2%
O=C(O)c1sccc1SCc1ccc(Cl)c(Cl)c1	28%	3	-9%	.	-6%	-10%	8	6%	-5	-17%
CCOC(=O)c1c(C)[nH]c(C)c1S(=O)(=O)N1CCN(C(=O)c2ccco2)CC1	2%	-4	-2%	2	-9%	-6%	.	1%	0	-9%
O=C(CCNS(=O)(=O)c1ccc(Br)cc1)N1CCCCCCC1	4%	4	.	?	-6%	.	.	.	-11	14%
Cc1ccccc1/C=N/NC(=O)Cc1ccc(Cl)cc1	-4%	-3	0%	-3	-1%	-7%	-8	8%	0	17%
Oc1ccccc1C1Nc2cccc3cccc(c23)N1	-7%	4	-5%	-3	-4%	-2%	-34*	-1%	2	-20%
CCc1nnc(NC(=O)CSc2nnc(-c3c[nH]c4ccccc34)n2CCOC)s1	3%	8	5%	-1	0%	10%	-1	1%	-4	7%
C=CCn1c(SCc2c(C)noc2C)nc2sc3c(c2c1=O)CCCC3	-6%	-7	-8%	?	15%	-8%	0	0%	-1	-6%

Gathered by group: the compounds so far with a COOH group
SMILES	ASM inhibitor	hERG WT inh	CXXC DNA block	TRPV1 ag	A-T KAP1 phos	MBNL1-CUG inh	FBPA coupling cs	GALK inh	KCNH2 3.1 block	a7 integrin act
Cc1cc(=O)oc2c3c(cc(OCC(=O)N[C@@H](CC(C)C)C(=O)O)c12)OC(C)(C)CC3	56%[activator]	3	-5%	2	10%	-5%	8	-2%	-7	1%
O=C(O)c1sccc1SCc1ccc(Cl)c(Cl)c1	28%	3	-9%	.	-6%	-10%	8	6%	-5	-17%

(cont.)
SMILES	ASM inhibitor	hERG WT inh	CXXC DNA block	TRPV1 ag	A-T KAP1 phos	MBNL1-CUG inh	FBPA coupling cs	GALK inh	KCNH2 3.1 block	a7 integrin act
CCS(=O)(=O)NCC(c1ccco1)N1CCN(c2ccc(F)cc2)CC1 (configuration not stated)	8%	-8	-9%	4	-13%	1%	2	0%	-9	10%
C=CCN1C(=O)CN=C1Nc1ccccc1	5%	-4	0%	-1	4%	-1%	-2	0%	-1	-4%
NC(=S)NNC(=O)Nc1cccc(Cl)c1	5%	15	4%	1	-5%	-24%	0	-1%	11	22%
CCOC(CNc1cc(C)nc2c(-c3ccccc3OC)c(C)nn12)OCC	5%	15	20%	3	-16%	?	-1	-1%	13	-20%
Nn1c(SCC(=O)Nc2ccc(Oc3ccccc3)cc2)nnc1C1CC1	1%	-10	-2%	1	-3%	-11%	-1	-5%	9	14%
CN(Cc1nccs1)C(=O)c1ccc(OC2CCN(Cc3ccccn3)CC2)cc1	6%	-13	-7%	-4	8%	1%	0	1%	.	-37%
CCOc1ccc(C(=O)N(Cc2ccccc2)c2cccc(C)c2)cc1OC	-3%	-6	-1%	0	0%	6%	.	0%	0	17%
COc1ccnc(NCc2cccnc2)c1C#N	1%	6	-25%	2	1%	-4%	0	0%	6	38%
COC(=O)CC1=C(C(=O)OC)C(c2cc(OC)c(OC)cc2OC)C(C#N)=C(N)O1 (configuration not stated)	0%	24	-1%	-4	-2%	12%	0	-5%	3	-14%
O=C(Cn1ncc2c([nH]c3ccccc32)c1=O)Nc1cccnc1	2%	19	6%	-5	11%	-2%	-2	1%	-27	5%
O=C(O)CSCC(=O)N1CCN(c2nc3cc(Cl)ccc3s2)CC1	4%	-1	9%	1	-4%	-8%	7	-1%	-13	?
COc1ccccc1C(=O)c1cc2ccc(O)cc2oc1=O	31%[activator]	-10	4%	2	0%	?	0	4%	0	-5%

High-throughput results (PubChem BioAssay)
